From PubChem
Eya2 phos inh: inhibitors of human Eya2 phosphatase activity; O00167; recombinant Eya2, OMFP fluorescence dephosphorylation (OMFP is methylfluorescein phosphate); Potency, µM (doses to about 76.9 µM), inactives show top-dose activity, negative = inhibition, usual class: inhibitors; hit rate 0.006% among 330,000; AID 488837; further: potency means the concentration at half of the fitted maximal effect
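Eya2 protein (added as 0.2 uM solution) was preincubated with compound for 10 min at ambient temperature in 50 mM HEPES pH 7.5, 50 mM NaCl, 5 uM MgCl2, 0.05% BSA, 1 mM DTT. OMFP (added at 50 uM) then reacted 10 min; fluorescence read at 485/525 nm.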
FBPA coupling cs: inhibits coupling enzyme system, counter-screen for aldolase hits | coupling enzyme system counterscreen, AmpLite Red fluorescence | activity change, negative = inhibition, % at 58.2 µM, hits read low | hit rate 0.67% among 290,000; in the data active means activity change below about -30%
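Final compound at 57.5 uM, incubated 10 min at RT with coupling enzyme reagent (glyceraldehyde-3-phosphate), then 20 min with substrate and AmpLite Red detection. Fluorescence read at 525/598 nm; tests interference with the coupling assay, not aldolase inhibition.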
KCNH2 3.1 inh: blocks the human KCNH2 3.1 channel isoform; hit rate 0.95% among 340,000; U2OS KCNH2 3.1, thallium flux FluxOr; active compounds read low; activity change, % (tested at about 1.8 µM);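 active means maximum activity change below -70%; inconclusive means maximum activity change from -70% to -50%; inactive means maximum activity change above -50%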;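 further: thallium influx rate constant from kinetic fluorescence after stimulation buffer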
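Thallium flux read-out: FluxOr dye with Red40 quencher in HBSS/HEPES, 45 min at RT. Rate constants from kinetic reads were normalized to positive and negative DMSO controls. Cells: U2OS virally expressing the 3.1 isoform.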
KCNH2 WT inh: KCNH2 (human, wildtype) channel inhibition | hit rate 0.37% among 340,000 | activity change, % at 1.84 µM | U2OS, BacMam KCNH2, thallium flux FluxOr; active compounds read low | AID 720551 | Q12809;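 active means maximum activity change below -70%; inconclusive means maximum activity change between -70% and -50%; inactive means maximum activity change above -50%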
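U2OS cells transduced with wild-type KCNH2 virus are loaded with FluxOr dye for 45 min, and thallium flux is measured in kinetic reads before and after stimulation buffer. Rate constants are normalized to DMSO controls.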
GALK inh: blocks human galactokinase activity; P51570; Purified GALK, Kinase-Glo residual ATP luminescence; Potency, µM (doses to about 57.5 µM), for the others: top-dose activity change, negative = inhibition, most hits filed as inhibitors; hit rate 0.007% among 270,000; AID 1868; further: potency means the concentration at half of the fitted maximal effect
Target sequence (P51570 whole entry, looked up): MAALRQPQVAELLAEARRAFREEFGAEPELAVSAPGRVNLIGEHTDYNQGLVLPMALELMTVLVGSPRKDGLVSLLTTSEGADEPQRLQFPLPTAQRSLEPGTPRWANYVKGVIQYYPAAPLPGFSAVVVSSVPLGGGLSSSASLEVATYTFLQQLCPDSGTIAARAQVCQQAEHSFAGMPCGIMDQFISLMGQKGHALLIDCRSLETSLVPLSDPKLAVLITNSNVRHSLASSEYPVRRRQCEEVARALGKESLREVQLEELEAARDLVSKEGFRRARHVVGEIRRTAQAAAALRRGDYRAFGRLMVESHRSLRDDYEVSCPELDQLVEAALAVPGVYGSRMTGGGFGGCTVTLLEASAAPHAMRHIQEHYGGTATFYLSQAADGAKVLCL
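Galactose (100 uM) and ATP (35 uM) were turned over by 5 nM GALK for 1 h at RT. Kinase-Glo Plus then converted the remaining ATP into a luminescent signal.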
BCR signal inh: blocks chronic active B-cell receptor signaling; ABC-DLBCL IkBa-CBG/CBR reporter, luminescence ratio, 4 h; Potency, µM (titrated, usually from 46.1 µM), for inactives: at the highest dose ratio change, negative = lower green/red ratio, actives largely listed as inhibitors; hit rate 0.05% among 340,000; AID 493014; active means well fitted inhibition curve with a large enough effect in the signal ratio, with a control signal flat, not every such curve was filed as active; inconclusive means small, poorly fitted or top-dose-only effect, or effect the other way, or a change in a side signal; the % refers to the signal ratio;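 further: potency means the concentration at half of the fitted maximal effect; plate controls were basal doxycycline-induced cells for no effect and cells given 10 µM MG132 for full effect; MG132 reads +100%, hits lower the ratio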
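TMD8 ABC-DLBCL cells carrying doxycycline-inducible green luciferase fused to IkappaBalpha plus unfused red luciferase were exposed to compounds (up to 46 uM) for 4 hrs at 37C. Activity came from the overlap-corrected green/red luminescence ratio.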
B2AR arrestin: beta2AR (human) beta-arrestin recruitment activity; P07550; beta-arrestin recruitment to beta2AR, cell-based reporter; Potency, µM (series often up to 46.1 µM), without a hit: at the highest dose activation, most hits filed as activators; hit rate 0.02% among 330,000;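 further: potency means the concentration at half of the fitted maximal effect; 0% = DMSO controls and full agonism = EC100 isoproterenol or metaproterenol; nearly all actives have a fitted effect of over 65% in size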
uPA surface inh: inhibitors of cell surface uPA generation. hit rate 0.31% among 330,000. Potency, µM (highest dose often 38.3 µM), for the others: top-dose activity change, negative = inhibition, hits mostly inhibitors. cell surface uPA generation assay, qHTS. AID 540303; active means well fitted inhibition curve with a large enough effect; inconclusive means small, poorly fitted or top-dose-only effect; inactive means no such curve, though single readings can be large or run the other way; tested in mouse RAW 264.7 cells; further: potency means the concentration at half of the fitted maximal effect; nearly all actives have a fitted effect of over 55% in size
USP2a block: inhibitors of human ubiquitin-specific protease USP2a | O75604 | Potency, µM (doses to about 38.3 µM), for inactives: at the highest dose activity change, negative = inhibition, usual class: inhibitors | USP2 core, Ub-CHOP2 coupled fluorogenic reporter, 485/531 | hit rate 0.01% among 330,000;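 further: potency means the concentration at half of the fitted maximal effect; plate controls were DMSO wells for no effect and full inhibition by NEM control for full effect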
Target sequence (O75604 whole entry, looked up): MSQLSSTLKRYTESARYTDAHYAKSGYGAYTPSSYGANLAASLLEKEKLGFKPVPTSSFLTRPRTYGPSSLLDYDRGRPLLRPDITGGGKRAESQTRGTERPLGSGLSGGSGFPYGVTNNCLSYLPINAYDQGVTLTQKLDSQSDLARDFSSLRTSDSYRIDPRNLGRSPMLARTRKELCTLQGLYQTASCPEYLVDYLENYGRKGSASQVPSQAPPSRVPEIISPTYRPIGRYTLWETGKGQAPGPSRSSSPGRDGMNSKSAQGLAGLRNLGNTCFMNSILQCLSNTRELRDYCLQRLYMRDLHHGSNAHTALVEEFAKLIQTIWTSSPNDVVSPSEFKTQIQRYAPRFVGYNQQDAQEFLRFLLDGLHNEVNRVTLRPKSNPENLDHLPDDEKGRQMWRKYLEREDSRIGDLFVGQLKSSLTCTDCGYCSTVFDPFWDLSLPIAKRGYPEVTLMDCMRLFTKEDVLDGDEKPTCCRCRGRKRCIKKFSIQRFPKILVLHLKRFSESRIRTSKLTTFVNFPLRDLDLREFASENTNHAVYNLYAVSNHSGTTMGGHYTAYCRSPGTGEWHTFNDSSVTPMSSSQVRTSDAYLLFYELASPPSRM
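Cell-free coupled assay: 10nM USP2 core preincubated 30min RT with compound in Tris-HCl pH 8.0/CaCl2/CHAPS buffer, then 25nM Ub-CHOP2 and 25nM reporter substrate; fluorescence (Ex 485/Em 531) read after 60min RT, normalized to NEM inhibition, concentration-response curves fitted.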
Giardia killer: Giardia lamblia killing; Giardia lamblia trophozoite viability; activity change, % at 7.66 µM, hits read low; hit rate 0.15% among 340,000; AID 540267; in the data active means activity change below about -80%; inconclusive means between about -30% and that limit;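 further: parasites exposed to compound for two days anaerobically before the ATP read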
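Giardia trophozoites, 100 cells per well, were exposed to compounds for 48 hrs at 37 deg C under anaerobic conditions; viability was then read as ATP content by bioluminescence after 15-30 min at room temperature.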
PKM2 act: increases activity of human pyruvate kinase M2; P14618; purified PKM2, Kinase-Glo ATP luminescence, activation; response scale: 0% is enzyme alone, no compound; Potency, µM (series often up to 57.5 µM), inactives show at the highest dose activation, hits mostly activators; hit rate 0.34% among 260,000; further: potency means the concentration at half of the fitted maximal effect; nearly all actives have a fitted effect of over 55% in size
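Kinase-Glo luminescence reports ATP generated from ADP (0.1 mM) and PEP (0.5 mM) by purified hPK-M2 after 1 h at room temperature, pH 7.2 imidazole buffer; intermediate enzyme activity allows detecting inhibitors and activators.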
* hit, by the source's call; u = inconclusive; x = not tested or not shown; [ ] = dose if it differs, or a comment. Unless noted, the call rests on the fitted dose curve; in most records, active means well fitted curve in the direction sought with a large enough effect; inconclusive means small, poorly fitted or top-dose-only effect, or another doubt; inactive means no such curve, though single readings can be large; an effect the other way counts as inactive or inconclusive. Unless noted, on the % scale 0 is the no-effect control and ±100 the full control effect.

SMILES	Eya2 phos inh	FBPA coupling cs	KCNH2 3.1 inh	KCNH2 WT inh	GALK inh	BCR signal inh	B2AR arrestin	uPA surface inh	USP2a block	Giardia killer	PKM2 act
Cc1c(Cl)c(=O)oc2cc(OCC(=O)NCc3cccs3)ccc12	-6%	4	-6	5	3%	1%	0.0%	1%	-1%	-10	6%
O=c1c2cccnc2[nH]c(=S)n1CCCN1CCN(c2ccccc2F)CC1	-12%	-1	-8	17	0%	-7%	4.4%	4%	2%	-1	0%
NC(=O)c1nsc(C(=O)N(CC(=O)NCc2ccc(F)cc2)Cc2ccco2)c1N	-9%	-2	-11	4	-1%	u	-0.1%	-8%	3%	-5	-8%
O=C(NCc1ccco1)C(c1ccccc1)N(C(=O)Cc1cccs1)c1cccnc1 (stereo unspecified)	4%	0	-22	9	-2%	2%	-0.1%	0%	2%	-3	-2%
O=C1Nc2ccccc2/C1=C/c1cnc(-c2ccccc2)[nH]1	7%	-8	4	3	-4%	u	-0.5%	3%	u	1	21%
Cc1ccc(C(=O)N2CCN(c3ccc(NC(=S)NC(=O)c4cccs4)cc3)CC2)cc1	-7%	1	-1	-33	0%	18%	0.1%	-4%	6%	-13	0%
CCN(C(=O)c1c(C)cc(=O)oc1C)c1ccc2c(c1)OCO2	-8%	-2	5	-3	3%	-3%	-0.4%	-2%	1%	0	-13%
COc1cccc(CC(=O)Nc2ccc(S(=O)(=O)N3CCOCC3)cc2)c1	-23%	x	23	2	x	-7%	-0.4%	4%	0%	40[activator]	x
Cc1[nH]nc2ncc(C(=O)c3ccccc3O)cc12	3%	1	14	-7	4%	1%	0.3%	0%	0%	3	1%
c1ccc2c(CNn3cnnc3)cccc2c1	-7%	-5	-3	-4	0%	-1%	0.1%	-7%	1%	0	21%
O=C(COc1ccc(Cl)cc1)NCCCn1ccnc1	-9%[15.4 µM]	0	-6	25	-1%	0%	0.3%	5%	4%	6	u
O=CN1CCN(C(=O)c2cccc3c2-c2ccccc2C3=O)CC1	-3%	-3	-3	-6	-2%	-3%	3.2%	-5%	4%	-10	x
O=C(Nc1ccc(-c2cn3ccccc3n2)cc1)c1ccco1	-2%	-1	7	0	x	u	1.5%	-6%	3%	u	-54%
CCn1c(=O)c(C(=O)NCc2ccc(F)cc2)c(O)c2ccccc21	14%	0	4	-2	8%	-1%	0.0%	0%	2%	-6	-3%
O=C(Nc1ccccc1)N1CCN(c2cccc(C(F)(F)F)c2)CC1	-3%	0	-2	-8	-2%	-22%	-0.2%	-5%	3%	14	-6%
CCOc1cc(-c2nc(-c3ccc(C)nc3OCC)no2)cc(OCC)c1OCC	-11%	-1	7	-1	0%	11%	0.1%	x	0%	2	-6%
O=S(=O)(Cc1ccccc1)NCC1CCCN(Cc2ccc(F)c(F)c2)C1 (stereo unspecified)	-6%	3	6	11	-4%	-3%	-0.5%	1%	0%	-15	-1%
Cn1nc(C(=O)OCc2ccc(F)cc2)c2ccccc2c1=O	5%	0	3	8	-1%	u	-0.8%	x	11%	-11	0%
Cc1ccc(NC(=S)NNC(=S)NCc2ccccc2)cc1	5%	1	-8	-7	-1%	4%	-0.7%	4%	4%	-4	-1%
COc1cc(S(=O)(=O)NC2CCSc3ccccc32)ccc1NC(C)=O (stereo unspecified)	4%	-16	13	-14	1%	1%	-0.2%	2%	1%	-6	1%
Cc1csc(N(C(=O)c2ccc(S(=O)(=O)N(C)C)cc2)c2ccccc2)n1	0%	7	24	3	0%	2%	0.2%	2%	0%	12	-3%
CCN1CCN(C(=O)Nc2cccc3ccccc23)CC1	-9%	0	-1	8	2%	-19%	-0.2%	-5%	1%	4	-7%
C=C1SC(Nc2c(C)cccc2C)=NC12CCCCC2	-14%	-1	-1	-9	x	8%	-0.4%	6%	1%	9	-3%
O=c1[nH]c2ccc(S(=O)(=O)NCc3ccccn3)cc2s1	8%	6	-10	5	-6%	2%	0.5%	0%	-3%	-9	28%
CCCC(=O)c1c[nH]c(C(=O)NCc2ccco2)c1	u	4	3	2	2%	-2%	-1.1%	-4%	-2%	-8	-1%

Molecules shown so far that contain a thiophene ring, fused or not:
SMILES	Eya2 phos inh	FBPA coupling cs	KCNH2 3.1 inh	KCNH2 WT inh	GALK inh	BCR signal inh	B2AR arrestin	uPA surface inh	USP2a block	Giardia killer	PKM2 act
Cc1c(Cl)c(=O)oc2cc(OCC(=O)NCc3cccs3)ccc12	-6%	4	-6	5	3%	1%	0.0%	1%	-1%	-10	6%
O=C(NCc1ccco1)C(c1ccccc1)N(C(=O)Cc1cccs1)c1cccnc1 (stereo unspecified)	4%	0	-22	9	-2%	2%	-0.1%	0%	2%	-3	-2%
Cc1ccc(C(=O)N2CCN(c3ccc(NC(=S)NC(=O)c4cccs4)cc3)CC2)cc1	-7%	1	-1	-33	0%	18%	0.1%	-4%	6%	-13	0%

Random excerpt: 5 records from the list
SMILES	Eya2 phos inh	FBPA coupling cs	KCNH2 3.1 inh	KCNH2 WT inh	GALK inh	BCR signal inh	B2AR arrestin	uPA surface inh	USP2a block	Giardia killer	PKM2 act
Cc1c(Cl)c(=O)oc2cc(OCC(=O)NCc3cccs3)ccc12	-6%	4	-6	5	3%	1%	0.0%	1%	-1%	-10	6%
NC(=O)c1nsc(C(=O)N(CC(=O)NCc2ccc(F)cc2)Cc2ccco2)c1N	-9%	-2	-11	4	-1%	u	-0.1%	-8%	3%	-5	-8%
O=C1Nc2ccccc2/C1=C/c1cnc(-c2ccccc2)[nH]1	7%	-8	4	3	-4%	u	-0.5%	3%	u	1	21%
Cc1csc(N(C(=O)c2ccc(S(=O)(=O)N(C)C)cc2)c2ccccc2)n1	0%	7	24	3	0%	2%	0.2%	2%	0%	12	-3%
CCN(C(=O)c1c(C)cc(=O)oc1C)c1ccc2c(c1)OCO2	-8%	-2	5	-3	3%	-3%	-0.4%	-2%	1%	0	-13%

Going on with the list:
SMILES	Eya2 phos inh	FBPA coupling cs	KCNH2 3.1 inh	KCNH2 WT inh	GALK inh	BCR signal inh	B2AR arrestin	uPA surface inh	USP2a block	Giardia killer	PKM2 act
O=C1c2ccccc2C(=O)N1c1ccc(-c2nc3ccccc3o2)cc1	20%	4	x	x	2%	0%	-0.1%	x	-1%	x	-6%
COc1ccc(S(=O)(=O)N2CC(C)N(C(=O)N3CCOCC3)C2)cc1 (stereo unspecified)	-8%	1	10	12	7%	-2%	-0.5%	0%	0%	-5	5%
CCOC(=O)C1CN(S(=O)(=O)c2cc(OC)ccc2OC)C1	8%	3	8	-1	1%	-1%	0.0%	-8%	1%	4	x
CCOCCN(C(=O)COC)c1cccc(OC)c1	0%	-1	17	-2	6%	u	0.2%	9%	1%	-19	0%
CN(C(=O)c1ccc(OC2CCN(CCc3ccccc3)CC2)cc1)C1CCOC1 (stereo unspecified)	0%	-1	-1	19	-3%	1%	0.2%	0%	2%	-7	-1%
OC(CNCc1ccco1)COc1ccccc1 (stereo unspecified)	-3%	0	4	1	0%	2%	0.1%	2%	4%	-6	-2%
CC1CCCC(C)N1C(=O)COC(=O)CNC(=O)c1ccccc1 (stereo unspecified)	-1%	x	24	13	x	6%	-0.1%	-3%	2%	5	x
CC(=O)Nc1ccccc1NC(=O)C/C(C)=N/NC(=O)C1CCCCC1	0%	3	3	7	7%	-18%	-1.1%	x	0%	-9	7%
CN(C(=O)CC1C(=O)NCCN1Cc1ccoc1)C1CCOCC1 (stereo unspecified)	-6%	2	-8	8	7%	-7%	-0.7%	5%	5%	-1	2%
O=C(Cc1ccc(Br)cc1)N1CCN(c2ccccc2O)CC1	-29%	1	-5	-1	0%	3%	-0.3%	4%	4%	-11	8%
CC(C)(C)C(=O)Nc1ccnc(-c2cccnc2)n1	-1%	-1	x	x	-5%	-3%	-0.5%	x	2%	x	2%
CN(Cc1ccccc1)C(=O)c1[nH]cnc1C(=O)NCc1ccc(CNC(=O)OC(C)(C)C)cc1	-15%	x	20	20	x	u	0.4%	8%	-1%	4	x
CC(C)CC(=O)Nc1ccnn1C1CCN(C(=O)c2ccc(Cl)cc2F)CC1	-9%	1	18	-8	0%	0%	0.0%	1%	0%	-10	x
CCOC(=O)c1c(C)[nH]c(C(=O)OCc2ccc([N+](=O)[O-])cc2)c1C	-2%	x	-1	10	1%	1%	-0.4%	6%	-3%	-14	0%
CCCNC(=O)c1ccc2c(c1)ncn2-c1cc(C)cc(C)c1	-9%	4	-11	9	-1%	-17%	-0.2%	-1%	2%	-1	6%
Cn1cc(Cl)c(C(=O)NC(=S)Nc2sc3c(c2C#N)CCCCC3)n1	-9%	4	-10	3	-1%	u	-0.9%	6%	-1%	-4	3%
Cc1ccsc1/C=C1\SC(N2CC(C)OC(C)C2)=NC1=O (stereo unspecified)	1%	1	5	2	1%	u	-0.1%	-8%	1%	5	-4%
CN(Cc1cccs1)C(=O)CN1C(=O)c2ccccc2S1(=O)=O	22%	x	-2	26	x	7%	0.2%	0%	0%	4	x
